Screening data deposited in PubChem BioAssay by National Center for Advancing Translational Sciences (NCATS).
HCV inhibitor – blocks hepatitis C virus. Huh7.5.1 HCVcc-Cre infection, luciferase reporter, 44 h. Potency, µM (doses to about 41.8 µM), inactives show at the top dose activity change, negative = inhibition, hits mostly inhibitors. 3.4% of 340,000 active. AID 651820
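Whole-lifecycle infectious HCVcc-Cre system; cells 1,000/well, compound then virus (~0.5 moi) added 4 h after plating, 44 h culture. Luciferase read 15 sec following 15 min substrate incubation, room temp.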
Pf growth 48h – P. falciparum growth inhibition at 48 hours (one generation); Potency, µM (top dose mostly 28.7 µM), without a hit: at the top dose activity change, negative = inhibition, actives largely listed as inhibitors; P. falciparum luciferase growth in erythrocytes, 48 h; 5.9% of 310,000 active; AID 504832
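Growth was read as firefly luciferase luminescence after a 48 h, 37 C, 5% CO2 exposure of compounds to reporter-bearing P. falciparum cultures (0.1% parasitemia, 2% hematocrit final) in Albumax-supplemented RPMI 1640.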
TbPYK inhibitor – inhibitors of Trypanosoma brucei pyruvate kinase. Q57TT1. TbPYK enzyme, Kinase-Glo Plus ATP luminescence, 45 min. Potency, µM (doses to about 76.8 µM), without a hit: top-dose activity, negative = inhibition, usual class: inhibitors. 0.12% of 410,000 active. AID 624173; further: nearly all actives have a fitted effect of over 50% in size
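Luminescent Kinase-Glo Plus end-point after 45 min room-temperature reaction of T. brucei pyruvate kinase started with 130 uM ADP (final). Buffer TEA 50 mM pH 7.2 with KCl, MgCl2, BSA, Tween-20; titration-based qHTS with fitted concentration-effect curves.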
Pf growth 96h – inhibits malaria parasite growth, 96 h; AID 504834; 6.9% of 320,000 active; P. falciparum luciferase reporter growth, 96 h; Potency, µM (top dose mostly 28.7 µM), without a hit: top-dose activity change, negative = inhibition, usual class: inhibitors
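96 h incubation, 37 C, 5% CO2, of luciferase-reporter P. falciparum-infected RBCs (2% hematocrit, 0.05% parasitemia final) with test compounds; endpoint luminescence.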
Sm TGR block – inhibitors of Schistosoma mansoni thioredoxin glutathione reductase; purified TGR, DTNB reduction, TNB absorbance 405 nm; Potency, µM (highest dose often 114 µM), for inactives: top-dose activity change, negative = inhibition, hits mostly inhibitors; 3% of 360,000 active; further: nearly all actives have a fitted effect of over 60% in size
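First, TGR (20 nM dispensed) and NADPH were mixed with compound. Second, a 15 min room-temperature incubation followed. Third, further NADPH and then DTNB were added to start the reaction. Finally, TNB absorbance was monitored kinetically.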
LmPK inh – blocks Leishmania mexicana pyruvate kinase activity. purified LmPK, Kinase-Glo ATP luminescence, 1 h. Potency, µM (doses to about 57.5 µM), for inactives: at the top dose activity change, negative = inhibition, actives largely listed as inhibitors. 0.37% of 290,000 active. AID 1721
Target sequence (Q27686 whole entry, looked up): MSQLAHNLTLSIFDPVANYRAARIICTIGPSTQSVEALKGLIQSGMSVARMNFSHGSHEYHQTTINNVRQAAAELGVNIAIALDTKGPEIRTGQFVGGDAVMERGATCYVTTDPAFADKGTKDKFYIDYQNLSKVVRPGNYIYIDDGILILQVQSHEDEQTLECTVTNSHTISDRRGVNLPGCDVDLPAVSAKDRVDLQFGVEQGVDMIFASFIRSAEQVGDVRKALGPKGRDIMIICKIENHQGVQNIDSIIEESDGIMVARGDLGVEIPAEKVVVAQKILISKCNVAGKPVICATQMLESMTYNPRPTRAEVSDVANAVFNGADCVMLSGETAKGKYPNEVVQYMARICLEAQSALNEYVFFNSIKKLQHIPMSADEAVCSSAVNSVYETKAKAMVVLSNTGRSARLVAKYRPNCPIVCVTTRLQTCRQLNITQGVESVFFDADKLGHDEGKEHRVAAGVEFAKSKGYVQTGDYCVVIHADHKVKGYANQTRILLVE
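Purified LmPK (0.1 nM) converted ADP (0.1 mM) to ATP with PEP (0.5 mM) in imidazole buffer pH 7.2 with KCl and MgCl2, 1 h at room temperature. ATP was read by Kinase-Glo luminescence; data normalized to uninhibited and no-enzyme controls.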
* marks the source's active call; other numbers are inactive results; u = inconclusive; x = no result given; & = joins results of further samples; [ ] = another dose, or the depositor's remark. The call rests on the fitted dose curve; in most records, active means well fitted curve in the direction sought with a large enough effect; inconclusive means small, poorly fitted or top-dose-only effect, or another doubt; inactive means no such curve, though single readings can be large; an effect the other way counts as inactive or inconclusive. On the % scale 0 is the no-effect control and ±100 the full control effect; potency means the concentration at half of the fitted maximal effect.

SMILES	HCV inhibitor	Pf growth 48h	TbPYK inhibitor	Pf growth 96h	Sm TGR block	LmPK inh
CCOC(=O)C1CCN(S(=O)(=O)c2ccc3c(c2)CCN3C(=O)C2CCC2)CC1	-17%	6%	-11%	u	10%	3%
C/C(Cn1cnc([N+](=O)[O-])n1)=N\NC(=O)c1ccncc1	29%	17%	-4%	18%	0%	-6%
C=C[C@@H]1c2cc(C)ccc2N(S(=O)(=O)c2ccc(C)cc2)[C@H](c2ccccc2C(F)(F)F)C1(C#N)C#N	7%	u	3%	123%[activator]	-5%	x
CC(=O)Nc1ccc(NC(=O)C(C)n2nc([N+](=O)[O-])c(Br)c2C)cc1 (centres undefined)	-27%	u	-18%	u	-6%	-8%
OCc1ccc(Cl)cc1Cl	x	12%	-9%	-3%	x	x
O=C(CN1CCCCC1)NCC1(c2ccccc2)CCCC1	8%	15%	-1%	-19%	-5%	-1%
CCCC(=O)NCc1ccc2c(c1)cc(C)n2C	8%	-23%	-3%	244%[activator]	1%	-4%
Cc1nnc(SCC(=O)Nc2ccc(F)cc2)n(N)c1=O	7%	1%	-12%	u	14%	6%
O=C1CC(=O)N(Cc2ccco2)C(=O)N1	-3%	-11%	-14%	-1%	u	19%
Clc1ccc(-c2cn3cc(Br)ccc3n2)cc1Cl	5%	58%[activator]	-5%	-68%	1%	-13%
O=S(=O)(NCC(c1ccc2c(c1)OCO2)N1CCOCC1)c1ccccc1 (centres undefined)	23%	2%	0%	-1%	-3%	x
COc1ccccc1N1CCN(C(=O)Nc2cccc(Cl)c2)CC1	10%	x	-6%	-20%	-6%	1%
O=C(NCCC(=O)N1CCN(c2ncccn2)CC1)c1ccccc1Cl	17%	x	1%	-5%	-9%	-5%
COc1ccc(NC(=S)NC2CCCC2)c(OC)c1	14%	-14%	1%	u	3%	0%
CC(=O)Nc1ccc(C(=O)OC2CCCCC2=O)cc1 (centres undefined)	22%	x	6%	32%[activator]	3%	-3%
CCOC(=O)c1ccccc1NC1c2ccccc2C(=O)N1c1ccc(C)cn1 (centres undefined)	u	120%[activator]	-4%	-24%	-14%	-22%
O=C(CN1CCN(CC(=O)Nc2ccccc2C(F)(F)F)CC1)Nc1ccccc1F	-13%	-15%	0%	36%[activator]	-10%	1%
COc1ccc(/C=C/C(=O)c2cc(F)ccc2OC(=O)c2ccc(OC)c(OC)c2)cc1OC	-19%	u	9%	-8%	-1%	6%
COc1cccc(OC)c1C(=O)OCC(=O)NCc1ccco1	14%	7%	1%	15%	50µM*	x
Cc1oc(C)c(S(=O)(=O)NCc2cccs2)c1C(=O)O	27%	0%	2%	34%[activator]	u	4%
CCCC(=O)NCC(c1cccs1)S(=O)(=O)c1ccc(C)cc1 (centres undefined)	6%	14%	4%	u	-17%	9%
CCC1(c2ccccc2)C(=O)N(C(=O)OC(C)(C)C)N1C(=O)OC(C)(C)C (centres undefined)	18%	13µM*	-5%	u	-25%	x
Cc1cc([N+](=O)[O-])cc([N+](=O)[O-])c1NCC(C)C	-15%	6%	1%	u	3%	4%
O=C(CN1C(=O)CSCC1=O)NCc1ccc(F)cc1	9%	9%	-14%	23%	5%	-1%

A portion from the list above:
SMILES	HCV inhibitor	Pf growth 48h	TbPYK inhibitor	Pf growth 96h	Sm TGR block	LmPK inh
O=C(NCCC(=O)N1CCN(c2ncccn2)CC1)c1ccccc1Cl	17%	x	1%	-5%	-9%	-5%
COc1ccc(NC(=S)NC2CCCC2)c(OC)c1	14%	-14%	1%	u	3%	0%
CC(=O)Nc1ccc(C(=O)OC2CCCCC2=O)cc1 (centres undefined)	22%	x	6%	32%[activator]	3%	-3%
CCOC(=O)c1ccccc1NC1c2ccccc2C(=O)N1c1ccc(C)cn1 (centres undefined)	u	120%[activator]	-4%	-24%	-14%	-22%
O=C(CN1CCN(CC(=O)Nc2ccccc2C(F)(F)F)CC1)Nc1ccccc1F	-13%	-15%	0%	36%[activator]	-10%	1%
COc1ccc(/C=C/C(=O)c2cc(F)ccc2OC(=O)c2ccc(OC)c(OC)c2)cc1OC	-19%	u	9%	-8%	-1%	6%
COc1cccc(OC)c1C(=O)OCC(=O)NCc1ccco1	14%	7%	1%	15%	50µM*	x
Cc1oc(C)c(S(=O)(=O)NCc2cccs2)c1C(=O)O	27%	0%	2%	34%[activator]	u	4%
CCCC(=O)NCC(c1cccs1)S(=O)(=O)c1ccc(C)cc1 (centres undefined)	6%	14%	4%	u	-17%	9%
CCC1(c2ccccc2)C(=O)N(C(=O)OC(C)(C)C)N1C(=O)OC(C)(C)C (centres undefined)	18%	13µM*	-5%	u	-25%	x

The results go on.
SMILES	HCV inhibitor	Pf growth 48h	TbPYK inhibitor	Pf growth 96h	Sm TGR block	LmPK inh
Cc1ccc(/C=C/S(=O)(=O)NCC(=O)OCC(=O)Nc2c(F)cccc2F)cc1	u	u	-5%	-28%	28µM*	x
Cc1ccc(C)c(Cn2nnc3c(=O)[nH]c(C4CCN(C(=O)c5ccco5)CC4)nc32)c1	7%	u	3%	-11%	-31%	-3%
CCOc1ccccc1OCCCC(=O)N1CCN(S(=O)(=O)c2ccc(C)cc2)CC1	2%	u	-2%	u	-11%	-3%
CCn1cc(C(=O)NCc2ccc(Cl)cc2)c(=O)c2cc(S(=O)(=O)N3CCOCC3)ccc21	-13%&4%	u	-2%	66%[activator]	-14%	2%
CC(=O)Nc1ccc(-c2cn3c(n2)SCC3)cc1	u	81%[activator]	9%	84%[activator]	-2%	6%
Cc1ccccc1-n1c(-c2ccc(Cl)cc2)cnc1SCC(=O)NC1CCS(=O)(=O)C1 (centres undefined)	0%	u	u	u	-1%	-7%
CCOC(=O)C1CCN(C(=O)c2cn(-c3ccccc3)nc2-c2cccnc2)CC1	x	5%	x	-18%	-3%	-3%
COCC(=O)N(Cc1ccc(OC)cc1)Cc1nc2ccccc2c(=O)[nH]1	14%	10%	4%	-6%	2%	0%
CCOC(=O)C1CN(S(=O)(=O)c2cccs2)c2ccc(CC(=O)OC)cc2O1 (centres undefined)	10%	10%	1%	-9%	8%	1%
CCCC(=O)c1cn(CC(=O)OC)c2ccccc12	6%	7%	-8%	1µM*	3%	3%
O=C(c1ccc2c(c1)OCO2)C1CCCN(Cc2cccc(C(F)(F)F)c2)C1 (centres undefined)	u	6%	-6%	u	-24%	1%
O=C(CCCN1C(=O)c2cccc3cccc(c23)C1=O)NC1CCS(=O)(=O)C1 (centres undefined)	6%	u	0%	12µM*	20%	-4%
O=C(Cn1cnc2ccccc21)N1CCN(S(=O)(=O)c2ccccc2)CC1	u	16%	1%	19%	-2%	-2%
CCOC(=O)NCCOC(=O)Nc1ccc(Cl)cc1	17%	-14%	2%	2%	19%	-4%
CCCCCCn1c(-c2cccs2)n[nH]c1=S	1%	0%	2.8µM*	-4%	7%	-29%
Cc1cc(C)c(S(=O)(=O)Nc2ccccc2C(=O)N2CCOCC2)c(C)c1	-4%	u	-7%	1%	1%	0%
CC1(C)CC(=O)C2=C(C1)Nc1ccccc1NC2c1cccnc1 (centres undefined)	12%	15%	0%	-18%	-2%	-7%
Cc1cccc(/N=C/c2c(O)c3ccccc3oc2=O)n1	19%	5%	0%	x	4%	-22%
CC(C)OCCCN1CC(=O)N2C(c3ccccc3)c3[nH]c4ccccc4c3C[C@H]2C1=O (some centres undefined)	23%	9.3µM*	2%	u	6%	4%
COc1ccc(/C=C2\SC(=O)N(CCNC(=O)C3=COCCO3)C2=O)cc1	u	137%[activator]	10%	121%[activator]	1%	x
COc1ccc(C2CC(=O)Oc3c(C(CCN4CCCC(C)C4)c4ccc(N(C)C)cc4)c(OC)cc(OC)c32)cc1 (centres undefined)	-3%	u	-12%	u	-11%	3%
CCOC(=O)c1sc2ccc(S(=O)(=O)N3CC(C)CC(C)C3)cc2c1N (centres undefined)	-29%	-17%	-6%	u	2%	2%
O=C1[C@@H]2Cc3ccccc3CN2C(=O)N1c1cccc(F)c1	5%	40%[activator]	1%	x	-16%	2%
Cn1cc(-c2cccc(Cl)c2)cc(C#N)c1=O	-10%	x	2%	6%	-2%	-14%
Cc1ccccc1C(=O)NNC(=O)C1CCN(C(=O)Nc2ccccc2)CC1	u	4%	0%	24%	4%	x
Cn1c(O)c(C(=O)c2ccccc2Cl)c(=O)n(C)c1=O	30%[activator]	2%	3%	u	0%	6%
CC(C)c1nc(SCC(=O)Nc2cccc(C(=O)O)c2)c2c3c(sc2n1)CCCC3	-1%	28%	1%	39%	8%	11%
CSc1ccccc1NC(=O)NCCCl	9%	51%[activator]	0%	-11%	-1%	3%
C=CCNc1nc(-c2ccc(O)c(C(N)=O)c2)cs1	1%	8%	u	-17%	-13%	-5%
Cc1ccccc1OCCNc1cc(N2CCN(CCO)CC2)ccc1[N+](=O)[O-]	u	u	-8%	7%	-4%	5%
CC1CCN(S(=O)(=O)c2ccc(NC(=O)CN3CCN(c4ccccc4)CC3)cc2)CC1	u	u	5%	4%	-1%	3%
COCCCNc1nc2ccccc2nc1NS(=O)(=O)c1ccc(OC)cc1	20%	16%	6%	7%	-6%	-9%
CC(NC(=O)COC(=O)C1CCN(S(=O)(=O)c2ccccc2C(F)(F)F)CC1)c1ccccc1 (centres undefined)	-5%	10%	-3%	8%	9%	1%
COc1cc(/C=C2/C(=O)N(c3ccc(C(=O)O)cc3)N=C2C)cc(OC)c1O	8%	35%[activator]	u	41%[activator]	10µM*	u
Cc1c(CC(=O)N2CCN(C(=O)C3COc4ccccc4O3)CC2)c(=O)oc2cc(O)ccc12 (centres undefined)	-9%	u	3%	u	-18%	-2%
COc1cccc2cc(C(=O)N3CCCc4ccccc43)oc12	-5%	-21%	1%	-39%	u	-10%
COc1cc(C(C#N)N2N=C(c3ccccc3)CC2c2ccccc2)ccc1O (centres undefined)	-11%	51%[activator]	-10%	15%	-17%	2%
Cc1onc(-c2ccccc2)c1C(=O)Oc1ccccc1	-4%	-9%	-1%	20%	9%	1%
COC(=O)CN1C(=O)C(C)(C)Oc2ccc(C(=O)NC3CCCC3)cc21	13%	-5%	1%	6%	1%	0%
Cc1cc(C)n(CC(=O)N/N=C/c2ccc(C)o2)n1	-2%	24%	x	12%	0%	-2%
O=C(NCCCN1CCCC1=O)c1cccc(S(=O)(=O)NCc2ccccc2)c1	8%	3%	-5%	0%	-11%	x
CC(C)(C)C(=O)C1=C(O)C(=O)N(Cc2ccccc2)C1c1ccccc1F (centres undefined)	-1%	7%	-13%	u	-10%	0%
CS(=O)(=O)N1CCC(C(=O)Nc2ccc(Br)cc2F)CC1	-7%	6%	1%	x	6%	-9%
OCCCNc1nnc(-c2ccccc2)c2ccccc12	-11%	-19%[0.00184 µM]	7%	u	-10%	-3%
Cc1cc(C)cc(NC(=O)N(CCC#N)Cc2cccs2)c1	4%	-9%	4%	9%	7%	6%
CCC(C)NC(=O)CCC(=O)NNc1nc2ccccc2c2nc(C)nn12 (centres undefined)	16%	-5%	5%&-6%	41%[activator]	25%&-4%	-8%
Nc1ccc2nc3c(=O)[nH]c(=S)[nH]c3nc2c1	19%	u	-8%	u	u	2%

Hits appear at their usual frequency; about 16% have a hit in one of these screens.
